Kir21 block: inhibitors of mouse Kir2.1 inward-rectifier potassium channel; B-score at 10 µM; AID 1672; actives 0.85% (n = 310,000); P35561; HEK293-Kir2.1, FluxOR thallium flux fluorescence; stronger effect = lower value;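 active = fluorescence ratio B-score at or below minus 3 SD of library scores, with starting-brightness B-score within 2 SD, cut at about -4.2 in these data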;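 also: channel flux triggered by added potassium and thallium sulfate stimulus; B-score of peak minus minimum fluorescence over baseline after thallium stimulus; more negative B-score means stronger Kir2.1 block with less thallium influx; some compounds called inactive have numbers as strong as hits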
STK33 kinase inh: inhibitors of human STK33 kinase; purified STK33, MBP phosphorylation, ADP-Glo luminescence; inhibition, % at 10 µM; actives 0.073% (n = 320,000); AID 2661; Q9BYT3;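 active = inhibition at or above 25%, using the most active replicate where run in duplicate; inactive = inhibition below 25%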
KCNQ2 inh: KCNQ2 potassium channel inhibitors, primary screen, cell-based, CHO-K1, FluxOR thallium flux, B-score (AID 2156) | O88943 | 20 min; stronger effect = lower value | B-score at 10 µM | actives 1.1% (n = 310,000);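 active = fluorescence ratio B-score at most minus 3 library SDs, with starting brightness B-score within 2 library SDs, cut at about -5.5 in these data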
Target sequence (O88943 whole entry, looked up): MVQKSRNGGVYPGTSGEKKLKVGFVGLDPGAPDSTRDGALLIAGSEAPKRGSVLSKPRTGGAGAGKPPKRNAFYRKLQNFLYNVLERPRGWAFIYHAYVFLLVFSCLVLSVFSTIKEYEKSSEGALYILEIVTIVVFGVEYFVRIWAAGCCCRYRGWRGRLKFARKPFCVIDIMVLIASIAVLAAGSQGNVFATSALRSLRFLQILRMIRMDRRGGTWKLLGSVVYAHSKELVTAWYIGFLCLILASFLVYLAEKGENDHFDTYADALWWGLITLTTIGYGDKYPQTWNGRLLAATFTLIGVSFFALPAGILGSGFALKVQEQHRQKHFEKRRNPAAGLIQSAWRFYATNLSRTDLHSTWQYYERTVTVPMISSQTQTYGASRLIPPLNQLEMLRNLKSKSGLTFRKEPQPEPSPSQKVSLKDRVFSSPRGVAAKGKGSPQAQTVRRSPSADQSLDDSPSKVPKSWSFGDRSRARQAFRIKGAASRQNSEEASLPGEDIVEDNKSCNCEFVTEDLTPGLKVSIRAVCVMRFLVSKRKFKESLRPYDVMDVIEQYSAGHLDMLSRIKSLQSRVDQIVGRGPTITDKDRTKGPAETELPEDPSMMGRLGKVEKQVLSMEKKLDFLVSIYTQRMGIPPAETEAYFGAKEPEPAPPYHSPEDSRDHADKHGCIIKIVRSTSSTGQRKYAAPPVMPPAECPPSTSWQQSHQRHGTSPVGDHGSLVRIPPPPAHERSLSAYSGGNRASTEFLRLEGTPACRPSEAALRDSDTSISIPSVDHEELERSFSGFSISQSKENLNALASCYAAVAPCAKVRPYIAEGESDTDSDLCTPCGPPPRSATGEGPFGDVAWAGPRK
The depositor's hits bear a star; i = inactive; / = no result given.

Kir21 block | SMILES | STK33 kinase inh | KCNQ2 inh
0.91 | CCCNC(=S)Nc1ccc(CC(=O)OC)cc1 | 0.0 | i
-1.93 | Nc1nnc(SCc2cccc(C(F)(F)F)c2)s1 | 0.0 | i
-0.82 | COc1cc(CNC(C)C23CC4CC(CC(C4)C2)C3)ccc1OCC(=O)NC(C)(C)C (configuration not stated) | -0.8 | i
0.08 | COc1ccc(C(=O)NCCS(=O)(=O)N2CCc3ccccc3C2)cc1 | -1.4 | i
-1.22 | N#Cc1c2n(c3c(N)ncnc13)CCCCC2 | 1.4 | i
0.83 | O=C(C1CCN(S(=O)(=O)c2cccnc2)CC1)N1CCN(c2ccccc2Cl)CC1 | -0.6 | i
0.6 | Cc1cccc(CCN(C(=O)c2snc(C(N)=O)c2N)C(C(=O)NCC2CCCO2)c2ccc(F)cc2)c1 (configuration not stated) | / | i
-1.3 | CCOC(=O)Cn1nc(/C=C/c2ccc(C)cc2)ccc1=O | -1.8 | i

Copied from the list:
CCCNC(=S)Nc1ccc(CC(=O)OC)cc1 in Kir21 block = 0.91
Nc1nnc(SCc2cccc(C(F)(F)F)c2)s1 in STK33 kinase inh = 0.0
CCOC(=O)Cn1nc(/C=C/c2ccc(C)cc2)ccc1=O in STK33 kinase inh = -1.8
N#Cc1c2n(c3c(N)ncnc13)CCCCC2 in Kir21 block = -1.22
Cc1cccc(CCN(C(=O)c2snc(C(N)=O)c2N)C(C(=O)NCC2CCCO2)c2ccc(F)cc2)c1 (configuration not stated) in Kir21 block = 0.6
COc1cc(CNC(C)C23CC4CC(CC(C4)C2)C3)ccc1OCC(=O)NC(C)(C)C (configuration not stated) in STK33 kinase inh = -0.8

Additional entries follow:
Kir21 block | SMILES | STK33 kinase inh | KCNQ2 inh
-0.05 | CCOc1cc(C=O)ccc1OCCCN1C(=O)NC(C)(C)C1=O | -0.1 | i
-0.12 | CC(OC(=O)CN1C(=O)c2ccccc2C1=O)C(=O)NC1CCCC1 (configuration not stated) | -0.7 | i
-1 | Cn1nc(C(=O)Nc2ccc(S(=O)(=O)N3CCCCC3)cc2)c2ccccc2c1=O | -1.3 | i
1.33 | O=[N+]([O-])c1cccc(C(=Nc2ccccc2Cl)NO)c1 | -1.6 | i
0.79 | COCCN(CC1CCCN(C2Cc3ccccc3C2)C1)C(=O)CCC(C)=O (configuration not stated) | 1.9 | i
-0.25 | CCOC(=O)N1CCC(NC(=O)c2cnn3c2NC(c2ccco2)CC3C(F)(F)F)CC1 (configuration not stated) | 0.4 | i
0.01 | COc1ccc(OC)c(NC(=S)N2CCCC2)c1 | 0.2 | i
0.56 | CCN(CC)c1ccc(/C=N/NC(=O)Nc2nonc2N)cc1 | -2.6 | i
-0.94 | COc1ccc(NS(=O)(=O)c2ccc(N/N=C/c3ccc(N4CCOCC4)cc3)c([N+](=O)[O-])c2)cc1 | -1.1 | i
-0.37 | COc1cc(C(=O)OCCCN2CCCN(CCCOC(=O)c3cc(OC)c(OC)c(OC)c3)CC2)cc(OC)c1OC | -0.1 | i
-0.25 | COc1ccc(C2C(C(=O)N3CCN(C)CC3)c3ccccc3C(=O)N2C2CCCCC2)cc1 (configuration not stated) | 0.9 | i
0.75 | CCOc1ccc(-n2c(C)nc3cc(C(=O)NCCN4CCOCC4)ccc32)cc1 | 1.4 | i
1.16 | C/C(=N\NC(=S)NC(C)C)c1ccc2c(c1)OCCO2 | -0.6 | i
-0.7 | CC1CCCN(CCCNC(=O)CN2C(=O)COc3ccccc32)C1 (configuration not stated) | -2.6 | i
0.09 | Cc1nn(C)cc1C(=O)Nc1ccc2c(c1)OCCO2 | 0.9 | i
-3.55 | COC(=O)c1sc(NC(=O)CCCn2nc([N+](=O)[O-])cc2C)c(C(=O)OC)c1C | -1.6 | i
0.3 | CC/C(=N\NC(=O)Nc1ccccc1)c1ccccc1 | -1.4 | i
0.06 | COCC(C)NS(=O)(=O)c1ccc(NC(=O)c2ccccn2)cc1 (configuration not stated) | 0.5 | i
-0.56 | OCC(O)CSc1nc(-c2ccccc2)nc2c1CCC2 (configuration not stated) | -0.3 | i
-0.04 | O=S(=O)(Nc1nccs1)c1ccc(NS(=O)(=O)c2cccs2)cc1 | -1.0 | i
0.67 | O=C(CN(Cc1ccccc1)C(=O)CCC(=O)Nc1nccs1)NCC1CCCO1 (configuration not stated) | -1.7 | i
0.67 | O=C(CSc1nnc(-c2ccccn2)n1Cc1ccccc1)NC1CCCC1 | -1.5 | i
-1.38 | CCN(CC)C(=O)CSc1nnc(CCNC(=O)OC(C)(C)C)o1 | -0.6 | i
0.37 | NS(=O)(=O)c1cccc(NC(=O)CCCC2CCCCC2)c1 | -0.2 | i
1.56 | NC(=Nc1ccc(N)cc1)C(N)=Nc1ccc(N)cc1 | -2.5 | i
1.58 | CN1CCCN(C(=O)c2cccc(Br)c2)CC1 | 0.2 | i
-1.4 | Cc1cccc(Nc2nnc(C)c(=O)n2N)c1 | -1.2 | i
0.73 | COCCNc1cc(C)nc2cc(-c3ccc(C)cc3)nn12 | 0.0 | i
-1.72 | O=C1CN(C(=O)c2cnccn2)c2ccccc2N1 | -0.3 | i
0.34 | Cc1noc(C(=O)NCc2cccnc2)c1Cl | 6.9 | i
-0.88 | c1ccc2c(c1)ncn2CCCCOc1ccc2c(c1)CCC2 | 1.7 | i
0.75 | O=C(COC(=O)Cc1ccc(F)cc1)NC1CCCC1 | -1.3 | i
-1.47 | CCOC(=O)CC(C#N)c1c[nH]c2ccccc12 (configuration not stated) | -1.1 | i
1.14 | O=c1cc[nH]c2cc(C(F)(F)F)ccc12 | -2.0 | i
0.23 | CC/C(=N\Nc1nncc2ccccc12)c1ccc(F)cc1 | 0.3 | i
-0.34 | C=CCn1c(SCC(=O)NCC(=O)OCC)nnc1-c1cccc(OC)c1 | -0.8 | i
-0.02 | CC(=O)c1cc(C)ccc1OC(=O)CCN1C(=O)C2C3c4ccccc4C(c4ccccc43)C2C1=O (configuration not stated) | -0.7 | i
1.36 | O=C(Nc1cccc2ccccc12)c1cn(-c2ccccc2)nc1-c1cccs1 | -1.4 | i
1.61 | CCOc1cc(N2CCOCC2)c(OCC)cc1NC(=O)Cc1cn2ccsc2n1 | -0.8 | i
-3 | Cc1cccc(C)c1N1CCN(S(=O)(=O)c2ccc(F)cc2)CC1 | -2.0 | i
0.08 | N#Cc1c(N)nc2c3c(sc(=N)c2c1N)NC(=O)CC3c1ccccc1Cl (configuration not stated) | 0.4 | i
-0.48 | Cc1ccc(NC(=O)Cn2cc(C=O)c3ccccc32)cc1C | -0.2 | i
0.63 | Cc1ccc(C)c(C(=O)CCC(=O)Nc2ccc(F)cc2)c1 | -2.0 | i
1.29 | CCc1cccc(C)c1NC(=O)Cn1c(NCCO)nc2ccccc21 | -1.0 | i
-0.1 | Cc1cc(Cl)ccc1Oc1nc(-c2ccccc2)ncc1S(C)(=O)=O | -0.6 | i
-1.53 | CCO[C@H]1OC(C(=O)O)=C[C@@H](c2ccc(C(F)(F)F)cc2)[C@@H]1CCCO | 1.7 | i
-0.06 | CCOc1ccccc1OCC(=O)NNC(=S)NC1CCCCC1 | -2.3 | i
-0.74 | COc1ccccc1CNC(=O)COc1ccc(S(=O)(=O)N2CCOCC2)cc1 | -0.2 | i
0.04 | COc1ccccc1/C=C/CN1CCCCC1 | -1.1 | i
-0.86 | Cc1[nH]n(-c2ccccc2)c(=O)c1C(c1ccc(C(=O)O)cc1)c1c(C)[nH]n(-c2ccccc2)c1=O | -0.6 | i
0.77 | CCOC(=O)c1c(C)[nH]c(C)c1S(=O)(=O)NC1CCN(C(=O)OCC)CC1 | -1.0 | i
-1.16 | Nc1ncnc(Nc2ccccc2Cl)n1 | 0.2 | i
-1.09 | CCC1(CC)C(=O)C2=C3C1[C@H](C(=O)OC)CC(C(=O)OC)C[C@H]3n1c(=O)n(C)c(=O)n1[C@H]2C (some centres not stated) | -0.1 | -7.48*
-0.06 | CC1CN(C(=O)/C(C#N)=C2\N=C(NC(=O)c3ccc(F)cc3)c3ccccc32)CC(C)O1 (configuration not stated) | -0.3 | i
0.87 | Cc1cc(NS(=O)(=O)c2ccc(NC(=O)COc3ccc(Br)cc3)cc2)nc(C)n1 | 0.3 | i
-0.04 | Cc1ccc(C(=O)CSc2nnc(-c3snnc3C)n2C2CC2)cc1 | -2.4 | i

(listing goes on)
Kir21 block | SMILES | STK33 kinase inh | KCNQ2 inh
-0.29 | Cc1ccc(CNC(=O)C2(NC(=O)Nc3ccc(C)cc3)CCCCC2)cc1 | 0.5 | i
2.15 | Cc1ccc(Cn2cc(C(=O)c3ccc(F)cc3)c(=O)c3cc4c(cc32)OCCO4)cc1 | -1.3 | i
1.91 | COCc1cc(=O)n2[nH]c(C)cc2n1 | -1.5 | i
-0.02 | O=C(O)C1=C[C@H](c2ccccc2)C[C@H](OCc2ccc(CO)cc2)O1 | 0.4 | i
-0.08 | NC(=O)C1CCN(C(=O)c2ccc(Oc3ccccc3)cc2)CC1 | 2.6 | i
-0.02 | COc1ccc(-c2cc(C(F)(F)F)n3nc(C(=O)NCc4ccco4)cc3n2)cc1OC | -1.6 | -5.57*
2.04 | CN(C)S(=O)(=O)Nc1ccc(NS(=O)(=O)N(C)C)c(S(=O)(=O)c2ccccc2)c1 | 4.1 | i
-1.45 | COC(=O)c1ccc(/C=C(\C#N)C(=O)NC(C)c2ccccc2)cc1 (configuration not stated) | 1.4 | i
3.18 | Oc1c(Cl)cc(Cl)cc1C=Nc1ccc2c(c1)OCCO2 | -3.4 | i
-1.67 | Cc1ccc(C)c(-c2cc(C(=O)NC3CC3)c3ccccc3n2)c1 | 1.5 | i
-0.2 | NS(=O)(=O)c1ccc(N/C=C\C(=O)c2ccncc2)cc1 | 3.9 | i
-12.9 | O=C(NNC(=O)c1cccc2ccccc12)c1ccc2c(c1)OCO2 | 1.4 | i
1.12 | CCCn1cnc2cc(NCc3cccc(OC)c3O)ccc21 | -0.3 | i
-0.29 | Cc1nc2cc(C)c(C)cc2s1 | -0.4 | i
0.43 | O=C(c1ccccc1)c1c[nH]c2ccccc12 | -0.2 | i
0.57 | COC(=O)c1sccc1NC(=O)CSCCc1ccncc1 | / | i
-0.12 | CCOC(=O)c1sc(NC(=O)C2=COCCO2)c(C#N)c1C | / | i
-0.46 | COc1cc(/C=C2/C(=N)N3C=CSC3=NC2=O)ccc1OCCCOc1c(C)cccc1C | 0.2 | i
0.37 | COc1ccc(OC)c(CCNC(=O)Cn2nc(C)c3c(C)n(-c4ccccc4)nc3c2=O)c1 | 1.6 | i
-1.91 | COc1ccccc1CN1CCC(CNS(=O)(=O)c2cc(-c3onc(C)c3C)ccc2OC)CC1 | 0.4 | i
-2.33 | O=C(C1=C[C@H](c2ccccc2)C[C@H](OCCCCO)O1)N1CCOCC1 | -0.3 | i
-1.8 | CC12CCC(C(=O)NCc3ccco3)(OC1=O)C2(C)C (configuration not stated) | -1.2 | i
1.87 | COc1ccc(CCN2C(=S)N(c3ccccc3)C(=O)C2CC(=O)O)cc1OC (configuration not stated) | -0.5 | i
0 | COc1cc(/C=N/NC(=O)c2csc3c2CCCC3)ccc1OCCN1CCOCC1 | -0.1 | i
0.22 | CN(C)c1ccc(C=C(c2nnnn2-c2ccccc2)c2nnnn2-c2ccccc2)cc1 | 0.0 | i
-0.28 | COC(=O)c1ccc(Cl)c(NC(=O)Cc2ccccc2[N+](=O)[O-])c1 | -0.4 | i
-0.03 | CCN1C(=O)CC(N2CCC(c3nc4ccccc4[nH]3)CC2)C1=O (configuration not stated) | -1.4 | i
-0.02 | O=C(NCCc1ccccc1)C1c2ccccc2C(=O)N1C1CC1 (configuration not stated) | -1.1 | i
-0.17 | Cc1ncc(CO)c(/C=N/N=C/c2ccccc2O)c1O | 0.2 | i
-0.55 | CCOc1ccccc1OC(=O)CN1C(=O)c2ccccc2C1=O | -3.6 | i
1.7 | COc1cc2ncnc(NCc3ccc(F)cc3)c2cc1OC | 1.1 | i
0.08 | COc1ccc(C(=O)N2CCOC2CNC(=O)C(=O)NCc2ccco2)cc1 (configuration not stated) | 0.6 | i

Quoted at random: six entries already listed
Kir21 block | SMILES | STK33 kinase inh | KCNQ2 inh
-0.55 | CCOc1ccccc1OC(=O)CN1C(=O)c2ccccc2C1=O | -3.6 | i
-0.17 | Cc1ncc(CO)c(/C=N/N=C/c2ccccc2O)c1O | 0.2 | i
1.7 | COc1cc2ncnc(NCc3ccc(F)cc3)c2cc1OC | 1.1 | i
-0.03 | CCN1C(=O)CC(N2CCC(c3nc4ccccc4[nH]3)CC2)C1=O (configuration not stated) | -1.4 | i
0.08 | COc1ccc(C(=O)N2CCOC2CNC(=O)C(=O)NCc2ccco2)cc1 (configuration not stated) | 0.6 | i
-0.02 | O=C(NCCc1ccccc1)C1c2ccccc2C(=O)N1C1CC1 (configuration not stated) | -1.1 | i

Next section.
Kir21 block | SMILES | STK33 kinase inh | KCNQ2 inh
0.07 | O=C(CCc1ccccc1)OCC(=O)c1ccc([N+](=O)[O-])cc1 | / | i
0.64 | COc1ccc(C(CNC(=O)C(Cc2ccccc2)NC(N)=O)N(C)C)cc1 (configuration not stated) | -1.4 | i
-0.59 | Cc1ccc([C@@H]2[C@@H]3C(=O)N(c4ccccc4)C(=O)[C@@H]3[C@]3(C)C(=O)N(Cc4ccccc4)CC(=O)N23)o1 | 0.3 | i
0.88 | CCOc1ccc(CCNC(=O)C2CCCN(S(=O)(=O)N3CCOCC3)C2)cc1OCC (configuration not stated) | / | i
1.49 | CC(C)(C)CN1C(=O)C(=O)NC[C@H]1Cc1ccc(O)cc1 | -0.5 | i
1.65 | COc1cccc(CN2CCN(C(=O)c3cccs3)CC2)c1OC | 0.1 | i
-1.43 | CCOC(=O)C1=C(C)OC(N)=C(C(=O)OCC)C1c1ccncc1 (configuration not stated) | -1.9 | i
1.42 | CC(C)CNS(=O)(=O)c1ccc(C(=O)Nc2ccc3c(c2)OCO3)cc1 | 0.4 | i

Assay outcomes as filed in PubChem BioAssay.
